Screens as filed in PubChem.
GC-B act: GC-B (human) receptor activation; HEK293-GC-B cells, CNP EC30, cGMP TR-FRET; 0% at EC30 CNP, 100% saturating CNP; activation, % at 10 µM; 370,000 compounds, 0.11% hits; AID 1920062;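 active = activation at 10 µM reaching about 35% in either raw or pattern-adjusted values, limit read from the data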
ADAM10 inh: inhibits human ADAM10. recombinant ADAM10, EDANS/DABCYL FRET peptide cleavage, 3 h. AID 720582. inhibition, % at 7 µM. O14672. 370,000 compounds, 0.62% hits;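 active = inhibition above a per-campaign cutoff equal to the mean of compounds falling between control-based bounds plus 3 SD, cut at about 20% in these data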;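 note: 0% = DMSO wells while the 100% control is not disclosed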
GC-A act: GC-A (human) enzyme activation; P16066; HEK293 GC-A cells, cGMP TR-FRET, EC30 ANP; 0% at EC30 ANP, 100% saturating ANP; activation, % at 10 µM; 370,000 compounds, 0.14% hits; AID 1671463; in the data active = activation above about 40%
Target sequence (P16066 whole entry, looked up): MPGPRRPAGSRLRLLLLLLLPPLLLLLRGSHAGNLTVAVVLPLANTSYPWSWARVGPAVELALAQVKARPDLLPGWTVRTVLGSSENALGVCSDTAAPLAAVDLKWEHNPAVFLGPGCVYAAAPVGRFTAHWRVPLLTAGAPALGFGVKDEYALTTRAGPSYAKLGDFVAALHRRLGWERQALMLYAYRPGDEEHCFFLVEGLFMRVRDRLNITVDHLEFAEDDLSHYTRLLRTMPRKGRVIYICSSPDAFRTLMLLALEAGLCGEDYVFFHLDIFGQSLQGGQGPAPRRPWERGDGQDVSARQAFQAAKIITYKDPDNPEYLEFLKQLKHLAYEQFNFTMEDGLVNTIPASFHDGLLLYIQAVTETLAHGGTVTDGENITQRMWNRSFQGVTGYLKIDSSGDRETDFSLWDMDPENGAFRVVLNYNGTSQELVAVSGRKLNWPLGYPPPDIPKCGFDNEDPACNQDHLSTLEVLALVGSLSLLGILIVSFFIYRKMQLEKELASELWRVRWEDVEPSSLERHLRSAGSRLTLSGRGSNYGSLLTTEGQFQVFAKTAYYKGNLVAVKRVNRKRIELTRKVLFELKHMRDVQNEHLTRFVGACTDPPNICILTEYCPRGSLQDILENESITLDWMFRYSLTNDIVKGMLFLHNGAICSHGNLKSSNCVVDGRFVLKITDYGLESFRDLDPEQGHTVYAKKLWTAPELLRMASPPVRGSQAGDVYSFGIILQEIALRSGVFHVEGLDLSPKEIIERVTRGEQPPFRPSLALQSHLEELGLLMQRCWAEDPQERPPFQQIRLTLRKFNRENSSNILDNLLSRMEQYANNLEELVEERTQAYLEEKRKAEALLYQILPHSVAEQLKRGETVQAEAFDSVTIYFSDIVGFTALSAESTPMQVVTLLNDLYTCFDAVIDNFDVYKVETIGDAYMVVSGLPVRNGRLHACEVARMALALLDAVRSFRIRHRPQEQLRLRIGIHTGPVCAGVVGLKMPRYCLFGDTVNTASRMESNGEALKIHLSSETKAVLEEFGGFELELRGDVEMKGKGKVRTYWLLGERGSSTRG
DAX1 inh-1: DAX1 (NR0B1) inhibition, primary screen; HEK293T StAR-luciferase reporter, SF-1/DAX-1 repression relief; inhibition, % at 6.8 µM; 370,000 compounds, 1.1% hits; AID 652010;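 active = inhibition above the mean over all tested compounds plus 3 SD, cut at about 3.6% in these data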;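 note: 0% = DAX-1 cells with DMSO and 100% = cells lacking DAX-1 with DMSO; higher inhibition means more luminescence from relief of DAX-1 repression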
FXN GAA850 act: increases GAA850 frataxin promoter reporter activity. 360,000 compounds, 0.56% hits. activation, % at 6 µM. HEK293 lucGAA850 FXN promoter luciferase reporter, 24 h; percent of 10 µM SAHA response. AID 540364;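 active = activation above the average of all compounds screened plus 3 SD, cutoff fixed separately per campaign, cut at about 7.5% in these data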;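 note: 0% = DMSO wells and 100% = 10 µM SAHA wells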
DAX1 inh-2: inhibits human nuclear receptor DAX1; P51843; HEK293 Gal4-DAX1 luciferase reporter, luminescence; inhibition, % at 6.75 µM; 340,000 compounds, 0.99% hits; AID 504766;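 active = inhibition above the mean over all tested compounds plus 3 SD, cut at about 4.2% in these data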;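 note: 0% = DAX1-transfected cells with DMSO and 100% = empty-vector control cells with DMSO; inhibition shows as a rise in luminescence from relieved DAX1 repression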
hgDAF12 agonist: activates the H. glycines DAF-12 receptor ligand-binding domain | HEK293 GAL4-hgDAF12 UAS-luciferase reporter, agonist luminescence; normalized to butyrate control | activation, % at 6.8 µM | 370,000 compounds, 1.8% hits;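 active = activation above a cutoff set at the mean of all screened compounds plus 3 SD, cut at about 10% in these data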;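 note: 0% = DMSO wells and 100% = sodium butyrate wells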
ssDAF-12 act: activators of S. stercoralis DAF-12 nuclear receptor; HEK293 ssDAF-12/GRIP1 lit1-tk-luc reporter, luminescence; % of 3 µM dafachronic acid response; activation, % at 6.8 µM; 370,000 compounds, 1% hits; AID 652126;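 active = activation above the mean over all tested compounds plus 3 SD, cut at about 0.9% in these data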;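 note: 0% = DMSO-only wells and 100% = 3 µM delta7-dafachronic acid wells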
hcDAF-12 act: H. contortus DAF-12 activation, primary screen; HEK293 hcDAF-12 lit1-tk-luc reporter, luminescence; 0% DMSO, 100% Δ7-dafachronic acid; activation, % at 6.8 µM; 370,000 compounds, 1.4% hits; AID 652067;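 active = activation above the mean of all tested compounds plus 3 SD, cut at about 5.5% in these data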;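 note: 100% = response to 3 µM Δ7-dafachronic acid high control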
HGIII-sPLA2 inh: Inhibits HGIII-sPLA2 liposome hydrolysis, primary screen | QFRET BODIPY PC-A2 liposome hydrolysis, fluorescence | Q9NZ20 | inhibition, % at 12.2 µM | AID 743126 | 370,000 compounds, 0.56% hits;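 active = inhibition above mean plus 3 SD of compounds lying within the high and low control bounds, cut at about 19% in these data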;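 note: 0% = median of test compound wells and 100% = no enzyme DMSO wells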
SMARCA2 act: SMARCA2 function activation, primary screen | 370,000 compounds, 1% hits | AID 652017 | activation, % at 9.1 µM | MG213 cells, MMTV-luciferase reporter, dexamethasone, overnight; in the data active = activation above about 7.8%;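 note: 0% = vehicle wells and 100% = reference activator wells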
* marks the source's active call; other numbers are inactive results.

Screening Cc1nn(CC(=O)O)c(=O)c2ccccc12 returned GC-B act 6, ADAM10 inh -3, GC-A act -2, DAX1 inh-1 0.2, FXN GAA850 act 2.1, DAX1 inh-2 0.3, hgDAF12 agonist -2.4, ssDAF-12 act -1.6, hcDAF-12 act 2.6, HGIII-sPLA2 inh -1 and SMARCA2 act 0.
`CCc1ccc(/C(C)=N\Nc2ccc([N+](=O)[O-])cc2)cc1` gave GC-B act -2, ADAM10 inh -12, GC-A act 3, DAX1 inh-1 0.2, FXN GAA850 act 2.4, DAX1 inh-2 4.3*, hgDAF12 agonist 5.8, ssDAF-12 act -0.2, hcDAF-12 act 0.8, HGIII-sPLA2 inh -5 and SMARCA2 act 2.
For CN(C)c1ccc(C#Cc2ccc3cc(CCCO)oc(=O)c3c2)cc1 the results were GC-B act -1, ADAM10 inh -40, GC-A act 6, DAX1 inh-1 1.9, FXN GAA850 act 5.4, DAX1 inh-2 3.4, hgDAF12 agonist 4.2, ssDAF-12 act 0.0, hcDAF-12 act 5.4, HGIII-sPLA2 inh -6 and SMARCA2 act 4.
Screening COc1ccccc1CCNC(=O)Cn1ccc2cc(S(=O)(=O)N3CCCC3)ccc21 returned GC-B act 0, ADAM10 inh -6, GC-A act 0, DAX1 inh-1 -0.3, FXN GAA850 act 0.6, DAX1 inh-2 -0.6, hgDAF12 agonist -3.0, ssDAF-12 act -0.5, hcDAF-12 act -1.9, HGIII-sPLA2 inh -9 and SMARCA2 act 1.
Clc1ccc(C2Nc3cccc4cccc(c34)N2)cc1 was read as GC-B act -10, ADAM10 inh -5, GC-A act -5, DAX1 inh-1 -0.6, FXN GAA850 act 1.3, DAX1 inh-2 0.1, hgDAF12 agonist 0.8, ssDAF-12 act 0.2, hcDAF-12 act 4.5, HGIII-sPLA2 inh -4 and SMARCA2 act -3.
Cc1cc(N2CCNC[C@H]2C)ccc1N1CCS(=O)(=O)CC1 was read as GC-B act -1, ADAM10 inh -2, GC-A act 2, DAX1 inh-1 0.7, hgDAF12 agonist 5.0, ssDAF-12 act -1.0, hcDAF-12 act 3.6, HGIII-sPLA2 inh 5 and SMARCA2 act 3.
Screening COc1ccc(OC)c(S(=O)(=O)NCC(=O)NC2CCCCCC2)c1 returned GC-B act 5, ADAM10 inh 10, GC-A act -2, DAX1 inh-1 0.1, FXN GAA850 act 0.6, DAX1 inh-2 0.0, hgDAF12 agonist 1.5, ssDAF-12 act -1.1, hcDAF-12 act 1.1, HGIII-sPLA2 inh -8 and SMARCA2 act -2.
CCN(CC(=O)Nc1ccc2c(c1)OCCO2)C(=O)c1ccc(Cl)cc1Cl was read as GC-B act -3, ADAM10 inh 5, GC-A act -1, DAX1 inh-1 6.0*, FXN GAA850 act 5.0, DAX1 inh-2 1.3, hgDAF12 agonist 11*, ssDAF-12 act 0.0, hcDAF-12 act 3.0, HGIII-sPLA2 inh 3 and SMARCA2 act 3.
For COc1ccc(CN2CCC(C(=O)N3CCCC(C)C3)CC2)cc1OC (stereo not given) the results were GC-B act 5, ADAM10 inh 4, GC-A act 3, DAX1 inh-1 0.3, FXN GAA850 act 0.8, DAX1 inh-2 2.9, hgDAF12 agonist 1.3, ssDAF-12 act -1.4, hcDAF-12 act -0.8, HGIII-sPLA2 inh 4 and SMARCA2 act 3.
CCCN(CCC)S(=O)(=O)c1ccc(C(=O)N2CCOCC2)cc1 was read as GC-B act 4, ADAM10 inh 4, GC-A act 0, DAX1 inh-1 -0.4, FXN GAA850 act 1.3, DAX1 inh-2 0.0, hgDAF12 agonist 1.6, ssDAF-12 act -0.7, hcDAF-12 act -0.6, HGIII-sPLA2 inh 1 and SMARCA2 act -1.
Screening COCCNC(=O)C(c1ccc(C)cc1)N(Cc1ccccc1)C(=O)CCC(=O)Nc1ccccn1 (stereo not given) returned GC-B act -4, ADAM10 inh 2, GC-A act -2, DAX1 inh-1 -0.3, FXN GAA850 act 0.9, DAX1 inh-2 -0.8, hgDAF12 agonist 2.3, ssDAF-12 act -1.1, hcDAF-12 act -1.7, HGIII-sPLA2 inh 4 and SMARCA2 act -4.
Screening CCn1cc(/C=C(\NC(=O)c2ccc(C)cc2)C(=O)NCCCN2CCOCC2)c2ccccc21 returned GC-B act 3, ADAM10 inh -4, GC-A act 2, DAX1 inh-1 0.5, FXN GAA850 act -1.3, DAX1 inh-2 0.3, hgDAF12 agonist 1.6, ssDAF-12 act -1.1, hcDAF-12 act 0.0, HGIII-sPLA2 inh -3 and SMARCA2 act -2.
CC1(C)OC(=O)N(NCc2ccccc2)C1(C)O (stereo not given) was read as GC-B act -3, ADAM10 inh -4, GC-A act 0, DAX1 inh-1 0.1, FXN GAA850 act -1.7, DAX1 inh-2 0.9, hgDAF12 agonist 2.9, ssDAF-12 act -1.2, hcDAF-12 act -2.7, HGIII-sPLA2 inh -1 and SMARCA2 act 2.
O=C(O)c1cc(Cl)c(Cl)cc1C(=O)Nc1cccc2ncccc12 was read as GC-B act -5, ADAM10 inh -8, GC-A act -2, DAX1 inh-1 0.9, FXN GAA850 act 0.8, DAX1 inh-2 -0.5, hgDAF12 agonist -1.6, ssDAF-12 act -0.4, hcDAF-12 act 2.3, HGIII-sPLA2 inh 9 and SMARCA2 act 0.
Screening C/C(=N\NC(=O)c1ccc(Cl)c(Cl)c1)c1cccc(NC(=O)C(C)C)c1 returned GC-B act 2, ADAM10 inh -10, GC-A act -2, DAX1 inh-1 -0.3, FXN GAA850 act -1.1, DAX1 inh-2 0.8, hgDAF12 agonist 0.1, ssDAF-12 act -1.3, hcDAF-12 act -0.5, HGIII-sPLA2 inh 2 and SMARCA2 act 0.
For COc1ccc(COC(=O)CN2C(=O)NC3(CCCC3)C2=O)cc1F the results were GC-B act -2, ADAM10 inh -4, GC-A act 1, DAX1 inh-1 -2.6, FXN GAA850 act 2.2, DAX1 inh-2 -0.9, hgDAF12 agonist -0.1, ssDAF-12 act -1.0, hcDAF-12 act -0.8, HGIII-sPLA2 inh 8 and SMARCA2 act -2.
For COc1ccc(CCNC(=O)CCS(=O)(=O)c2ccc3nc(C)sc3c2)cc1OC the results were GC-B act -2, ADAM10 inh -12, GC-A act -2, DAX1 inh-1 0.2, FXN GAA850 act -0.6, DAX1 inh-2 -0.1, hgDAF12 agonist 1.0, ssDAF-12 act -0.7, hcDAF-12 act -0.5, HGIII-sPLA2 inh 4 and SMARCA2 act -1.
For COc1ccc(CNC(=O)c2cc(-c3ccncc3)nc3c(C)cc(C)cc23)cc1OC the results were GC-B act -1, ADAM10 inh -45, GC-A act 2, DAX1 inh-1 -1.8, FXN GAA850 act -5.1, DAX1 inh-2 0.0, hgDAF12 agonist -2.2, ssDAF-12 act -2.0, hcDAF-12 act -2.9, HGIII-sPLA2 inh -19 and SMARCA2 act 0.
For CS(=O)(=O)N(CC(=O)N1CCCCCC1)c1cccc(Cl)c1Cl the results were GC-B act -1, ADAM10 inh -4, GC-A act -4, DAX1 inh-1 -0.5, FXN GAA850 act -0.3, DAX1 inh-2 -0.4, hgDAF12 agonist -2.5, ssDAF-12 act -0.8, hcDAF-12 act -0.4, HGIII-sPLA2 inh 0 and SMARCA2 act -2.
`O=C(COC(=O)COc1cccc(C(F)(F)F)c1)NC(=O)NC1CCCCC1` gave GC-B act -5, ADAM10 inh 5, GC-A act 2, DAX1 inh-1 0.9, FXN GAA850 act 1.6, DAX1 inh-2 -0.1, hgDAF12 agonist 0.6, ssDAF-12 act -1.0, hcDAF-12 act -2.1, HGIII-sPLA2 inh -6 and SMARCA2 act -2.
`Cn1cccc1C(=O)NCc1ccc(S(N)(=O)=O)cc1` gave GC-B act 0, ADAM10 inh 0, GC-A act -3, DAX1 inh-1 -0.2, FXN GAA850 act 2.5, DAX1 inh-2 -1.5, hgDAF12 agonist 0.4, ssDAF-12 act -0.8, hcDAF-12 act -2.4, HGIII-sPLA2 inh 2 and SMARCA2 act -1.
Clc1cccc(Cl)c1CSc1nnc(-c2ccncc2)s1 was read as GC-B act -8, ADAM10 inh -2, GC-A act -2, DAX1 inh-1 -0.2, FXN GAA850 act 2.7, DAX1 inh-2 1.4, hgDAF12 agonist -1.8, ssDAF-12 act -1.2, hcDAF-12 act -1.5, HGIII-sPLA2 inh 19 and SMARCA2 act -2.
Screening Cc1ccc(-c2n[nH]c(=S)n2C)cc1 returned GC-B act -4, ADAM10 inh -9, GC-A act 5, DAX1 inh-1 -0.3, FXN GAA850 act -1.0, DAX1 inh-2 -0.4, hgDAF12 agonist -1.5, ssDAF-12 act -1.2, hcDAF-12 act 0.7, HGIII-sPLA2 inh 8 and SMARCA2 act 0.
`O=C(CC(NC(=O)c1ccccc1Cl)c1ccccc1)Nc1ccc2c(c1)OCO2` (stereo not given) gave GC-B act -2, ADAM10 inh -10, GC-A act 1, DAX1 inh-1 -0.2, FXN GAA850 act -0.5, DAX1 inh-2 2.6, hgDAF12 agonist 0.7, ssDAF-12 act -1.3, hcDAF-12 act -0.3, HGIII-sPLA2 inh 0 and SMARCA2 act -3.
Cc1cccc(CCN2C(N(C)C)=NC[C@@H]2Cc2ccccc2)c1 was read as GC-B act -15, ADAM10 inh 0, GC-A act -7, DAX1 inh-1 0.1, FXN GAA850 act 2.1, DAX1 inh-2 0.2, hgDAF12 agonist -0.7, ssDAF-12 act -1.1, hcDAF-12 act -1.1, HGIII-sPLA2 inh 1 and SMARCA2 act -2.
`COc1ccc(C)cc1NC(=O)CN(C)S(=O)(=O)c1ccc2c(c1)CCCN2C(C)=O` gave GC-B act 0, ADAM10 inh 7, GC-A act 0, DAX1 inh-1 0.0, FXN GAA850 act 0.4, DAX1 inh-2 -0.5, hgDAF12 agonist -2.0, ssDAF-12 act -0.6, hcDAF-12 act -1.4, HGIII-sPLA2 inh 6 and SMARCA2 act -4.
Screening Cn1ncc2c(NCCO)nc(Cl)nc21 returned GC-B act -1, ADAM10 inh 1, GC-A act 3, DAX1 inh-1 0.3, FXN GAA850 act 1.2, DAX1 inh-2 1.4, hgDAF12 agonist -1.7, ssDAF-12 act 1.5*, hcDAF-12 act -1.9, HGIII-sPLA2 inh 2 and SMARCA2 act 2.
CC(=O)Nc1ccc(-c2csc(NC=C3C(=O)OC(C)(C)OC3=O)n2)cc1 was read as GC-B act 3, ADAM10 inh -6, GC-A act 0, DAX1 inh-1 0.2, FXN GAA850 act 4.2, DAX1 inh-2 0.3, hgDAF12 agonist 5.5, ssDAF-12 act -1.3, hcDAF-12 act 0.5, HGIII-sPLA2 inh -1 and SMARCA2 act 4.
O=C(CNC(=O)c1ccc(-c2ccccc2)cc1)OCc1c(F)cccc1Cl was read as GC-B act -3, ADAM10 inh 2, GC-A act -4, DAX1 inh-1 -0.2, FXN GAA850 act 1.1, DAX1 inh-2 -0.4, hgDAF12 agonist 0.6, ssDAF-12 act -1.3, hcDAF-12 act -1.3, HGIII-sPLA2 inh 8 and SMARCA2 act -2.
